# E-selectin induc = E-selectin induction on HUVECs; HUVEC E-selectin immunofluorescence imaging; normalized: neutral wells 0, TNF-alpha wells 100; P16581; activation, % at 7.58 µM; 0.37% of 260,000 active;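 active means mean E-selectin-positive cell signal at least 10% of the positive control, reached in at least 60% of replicates, without over 20% cell loss; inconclusive means no rule given, readout overlaps actives, possibly toxicity-flagged; inactive means the rest, including those meeting only one limit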;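 further: in these data hits start at about 27%; measured in HUVEC primary endothelial cells; signal is the percent of cells scored E-selectin positive by PE staining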
#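 Assay system: HUVEC, human umbilical vein endothelial cells / Amount: 3,000 HUVEC/well / Controls: TNF-alpha positive control, DMSO neutral control / Compound dosing: single concentration / Medium: EGM-2 over gelatin coat / Evaluation: percent E-selectin-positive cells / Signal: immunofluorescence imaging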
# RAD54 branch = RAD54 (human) branch migration inhibition; 0.14% of 360,000 active; RAD54 Holliday junction branch migration, FAM/BHQ fluorescence; inhibition, % at 10.4 µM;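 active means mean normalized replicate activity at least 40 and at least half of replicates scoring 40 or more; inconclusive means only one of the two criteria met; inactive means mean below 40 and under half of replicates reaching 40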;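 further: 0% = median of neutral control wells and 100% = median of positive control wells; inhibitors cause a drop in the FAM fluorescence signal; in these data hits start at about 50%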
# Target sequence (Q92698 whole entry, looked up): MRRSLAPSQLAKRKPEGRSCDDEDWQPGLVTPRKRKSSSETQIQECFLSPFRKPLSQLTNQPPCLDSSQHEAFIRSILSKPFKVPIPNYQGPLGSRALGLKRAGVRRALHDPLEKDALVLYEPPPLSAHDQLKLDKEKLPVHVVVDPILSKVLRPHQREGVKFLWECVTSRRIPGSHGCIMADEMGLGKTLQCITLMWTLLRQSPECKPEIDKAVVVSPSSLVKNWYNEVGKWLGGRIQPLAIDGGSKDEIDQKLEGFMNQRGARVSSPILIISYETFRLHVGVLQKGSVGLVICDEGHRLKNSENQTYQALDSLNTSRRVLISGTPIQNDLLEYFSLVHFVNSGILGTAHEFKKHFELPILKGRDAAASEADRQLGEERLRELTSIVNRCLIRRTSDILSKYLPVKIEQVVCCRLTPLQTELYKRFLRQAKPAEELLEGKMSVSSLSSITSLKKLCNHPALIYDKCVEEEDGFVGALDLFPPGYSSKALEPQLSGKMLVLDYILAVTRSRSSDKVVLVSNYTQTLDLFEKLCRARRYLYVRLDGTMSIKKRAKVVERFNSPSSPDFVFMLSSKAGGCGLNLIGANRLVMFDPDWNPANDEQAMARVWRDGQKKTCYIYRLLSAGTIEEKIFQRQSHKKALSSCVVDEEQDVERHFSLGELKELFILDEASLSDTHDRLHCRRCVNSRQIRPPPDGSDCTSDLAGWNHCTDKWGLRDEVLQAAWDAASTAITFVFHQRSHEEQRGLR
# CASP6 VEID inh = blocks human caspase-6 cleavage activity. P55212. purified caspase-6, Z-VEID-R110 cleavage fluorescence. inhibition, % at 12.5 µM. 0.53% of 350,000 active. AID 686996;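 active means mean inhibition across replicates at least about 35%, with every replicate also reaching that limit, limit read from the data; inconclusive means only one of the two criteria met; inactive means neither criterion met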;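 further: 0% = median of neutral control wells and 100% = no fluorescence left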
# Target sequence (P55212 24-179 limits assumed): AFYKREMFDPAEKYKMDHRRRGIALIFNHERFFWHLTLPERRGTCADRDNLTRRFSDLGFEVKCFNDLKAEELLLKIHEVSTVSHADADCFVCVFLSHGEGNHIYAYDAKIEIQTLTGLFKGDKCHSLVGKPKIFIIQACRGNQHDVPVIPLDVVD
# Target sequence (P55212 194-293 limits assumed): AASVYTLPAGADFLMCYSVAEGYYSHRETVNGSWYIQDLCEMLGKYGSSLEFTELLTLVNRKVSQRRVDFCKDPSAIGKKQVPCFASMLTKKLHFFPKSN
# XiGFP reactiv = activators of X-chromosome reactivation in mouse fibroblasts | XiGFP mouse fibroblasts, % GFP-positive cells imaging, 3 d; cells co-treated with 5-aza-dC sensitizer; scaled so ellipticine positive control = 100% | activation, % at 7.58 µM | 0.055% of 360,000 active | AID 743238;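 active means mean normalized replicate activation at least 10% and every replicate at or above 10%; inconclusive means only one of the two criteria met; inactive means mean below 10% and not all replicates reach 10%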;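 further: 0% = median of on-plate neutral control wells and 100% = ellipticine 6 µM median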
#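 assay system = SV40-immortalized XiGFP fibroblast cells, line 68-5-11 | buffer or medium = DMEM plus 5-aza-dC sensitizer | doses = single-point pinned compound dosing | times = 3-day compound exposure, then 15 min fixation at room temperature | benchmarks = positive control ellipticine, 6 µM final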
# GSIS activator = GLuc luminescence reporter in INS-1E cells, primary screen for activators of glucose-dependent secretion of insulin; activation, % at 16.6 µM; AID 743287; 0.61% of 370,000 active; INS-1E GLuc reporter insulin secretion, 2-3 h;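 active means lowest replicate activation of at least 40%, so every replicate reaches that level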;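 further: 0% = median of neutral control wells and 100% = median of IBMX positive control wells; some compounds called inactive have numbers as strong as hits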
# RAD52 inh = RAD52 (human) annealing inhibition. P43351. recombinant RAD52 DNA annealing, FRET fluorescence. inhibition, % at 18.7 µM. 0.46% of 360,000 active. AID 651710;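 active means every replicate showing at least 50% inhibition; inconclusive means mean inhibition at least 50% but not in every replicate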
# DENV2 CPE = protects cells from dengue virus 2 cytopathic effect; DENV2-infected cells, cytopathic effect rescue, plate reader; CPE inhibition, % at 9.99 µM; 1.7% of 350,000 active; AID 651640; in the data active means CPE inhibition above about 20%, passing the limit was not always enough; inconclusive means no clear call, values can overlap the other calls; tested in BHK-21 cells;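 further: 0% = median of neutral control wells and 100% = median of positive control wells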
# F508del corr = CFTR F508del correction in bronchial cells. CFBE cells, YFP halide quenching; stimulated with forskolin plus potentiator P3; % fluorescence drop versus neutral controls. AID 720511. activity (quench increase), % at 7.58 µM. 0.36% of 350,000 active;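 active means mean added fluorescence quench of at least 8% versus neutral control, with both replicates also reaching 8%; inconclusive means only one of the mean or replicate conditions met; inactive means mean below 8% and not both replicates reaching 8%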;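 further: cells transiently co-express mutant CFTR-F508del with the halide-sensitive YFP; corrector assay measuring rescue of mutant channel to the surface after 24 h compound exposure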
# Starred values were filed as active, the others as inactive; ? = inconclusive; nt = not tested or not shown. Not a hit list; any-hit rate near 3.7%.
SMILES,E-selectin induc,RAD54 branch,CASP6 VEID inh,XiGFP reactiv,GSIS activator,RAD52 inh,DENV2 CPE,F508del corr
CCS(=O)(=O)N1CCC(C(=O)NCc2cccc(OC)c2)CC1,nt,-9,0,nt,2,-8,0,-2.9
Cn1cc([N+](=O)[O-])c(C(=O)N(Cc2ccccc2)Cc2ccccc2)n1,2.9,nt,nt,0.1,-1,nt,nt,-2.2
Cc1ccc(SCC(=O)Nc2ccc(N3CCOCC3)cc2)c(C)c1,nt,nt,-3,-1.1,0,-7,2,-0.3
O=C(O)COc1ccc(/C=C/c2ccc3cccc([N+](=O)[O-])c3n2)cc1,nt,-14,22,0.0,-1,4,?,-3.8
Cc1cccnc1NC(=O)CCNC(=O)c1ccccc1Cl,-0.2,6,-140,0.1,0,0,-1,3.0
C[C@@H]1ON(C)[C@H]2C[C@H]3c4[nH]c5c(-c6ccccc6)cccc5c4CCN3C(=O)[C@@H]12,0.0,nt,-1,0.4,-14,-20,0,-0.4
COc1cccc(C2N(Cc3ccccc3)C(=O)C2(F)F)c1OC (centres undefined),nt,-3,0,0.0,-19,-10,0,-1.5
COc1ccccc1C1=NOC(C)(c2sc(-c3ccc(Cl)cc3)nc2C)C1 (centres undefined),-0.2,-3,-1,0.0,8,-23,-11,2.2
COc1ccccc1-c1ccc2n(c1=O)C[C@H]1[C@H](CO)[C@@H](C(=O)N(C)C)N(C(=O)c3cccnc3)[C@@H]21,-0.2,-3,-2,-0.1,2,-14,-12,nt
CCn1cc(/C=C(\NC(=O)c2ccc(C)cc2)C(=O)NCCN2CCOCC2)c2ccccc21,nt,-17,5,0.0,2,-32,-3,-0.7
CCCNC(=O)[C@@H]1[C@@H](CO)[C@@H]2Cn3c(ccc(-c4ccccc4OC)c3=O)[C@@H]2N1S(C)(=O)=O,-1.4,nt,2,0.2,8,1,-9,0.6
O=C(NCc1ccccc1)C(c1ccco1)N(C(=O)c1csnn1)C1CC1 (centres undefined),nt,3,-1,0.0,-10,-3,5,-2.7
CN1C(=O)c2cc(NC(=O)Nc3ccccc3)ccc2OC[C@@H]2O[C@H](CC(=O)NC3CCC3)CC[C@H]21,-0.1,-3,0,0.1,-2,-9,1,-0.6
C=CCN1C(=O)c2n[nH]c(C(C)C)c2C1c1ccc(C)cc1 (centres undefined),-0.2,nt,-2,0.1,4,-4,-6,1.4
CC1CCCN(C(=O)C2CC(=O)N(c3ccc(Cl)cc3)C2)C1 (centres undefined),nt,-4,19,0.1,7,-15,-3,1.8
COc1ccc(CN(C2CCCCC2C)S(=O)(=O)c2ccc(S(=O)(=O)N(C)C)cc2)cc1OC (centres undefined),-2.5,nt,1,0.1,nt,9,-1,nt
C[C@H](O)C#Cc1ccc2c(c1)O[C@@H](CN(C)C(=O)C1CCC1)[C@@H](C)CN([C@H](C)CO)S2(=O)=O,0.8,-3,-3,-1.3,4,13,-5,0.9
COc1ccc(CCNC(=O)c2cc(-c3ccco3)on2)cc1OC,-0.2,-18,-3,0.5,4,-34,11,-5.3
Cc1ccc(C(=O)NNC(=O)C(NC(=O)c2cccc(C)c2)C(C)C)cc1 (centres undefined),nt,-3,-2,0.0,4,-6,2,-0.3
Cc1ccc(C)c(NC(=O)C(OC(=O)c2cnc(C)cn2)c2ccccc2)c1 (centres undefined),nt,1,-1,0.2,-1,7,-3,-1.0
C[C@@H]1CN([C@H](C)CO)C(=O)c2cccc(NC(=O)NC3CCCCC3)c2O[C@@H]1CN(C)Cc1ccc(-c2ccccc2)cc1,19,10,-1,0.1,-18,-13,0,2.7
C[C@@H]1CCCCO[C@H](CN(C)Cc2ccc(C(F)(F)F)cc2)[C@@H](C)CN([C@H](C)CO)C(=O)c2cc(NC(=O)c3ccncc3)ccc2O1,0.6,3,1,2.4,-11,5,0,1.4
CC1(C)C[C@H]2C3=CCC4[C@@]5(C)CC[C@H](O)[C@@](C)(CO)C5CC[C@@]4(C)[C@]3(C)C[C@@H](O)[C@@]2(CO)[C@@H](O)[C@@H]1O (some centres undefined),-0.4,-7,-1,0.1,17,-13,13,-2.5
Cc1ccc(C(=O)NCC(=O)NCc2ccc(Cl)cc2)s1,-0.2,-4,-1,-0.1,-12,-13,5,2.0
O=C(C[C@H]1C[C@H]2c3cc(NC(=O)c4ccc5c(c4)OCO5)ccc3O[C@H]2[C@H](CO)O1)NC1CCCCC1,-0.3,-7,-2,0.1,-1,12,-10,2.6
# The results go on.
SMILES,E-selectin induc,RAD54 branch,CASP6 VEID inh,XiGFP reactiv,GSIS activator,RAD52 inh,DENV2 CPE,F508del corr
O=C(Nc1nc2c(F)cccc2s1)C1CC1,nt,-2,-2,-0.1,9,-7,-1,1.4
Cc1ccc(S(=O)(=O)Nc2ccc3c(c2)C(=O)N([C@@H](C)CO)C[C@@H](C)[C@H](CN(C)C(=O)Nc2ccc(F)cc2)OCCCC[C@@H](C)O3)cc1,nt,5,1,0.3,-10,6,2,-1.4
COC(=O)c1ccc(C2/C(=C(\O)c3ccc4c(c3)OCCO4)C(=O)C(=O)N2CCCN2CCOCC2)cc1 (centres undefined),0.3,nt,2,0.0,5,-3,-2,0.3
COc1cc(/C=C/C(=O)OCC(=O)Nc2ccc3c(c2)OCCO3)ccc1OCC#N,nt,-2,0,-0.1,32,-15,-8,-1.0
Cn1cnc(S(=O)(=O)N[C@@H]2CC[C@@H](CC(=O)Nc3ccccc3)O[C@@H]2CO)c1,0.4,-5,-3,-0.3,15,-17,-1,-0.4
COC(=O)c1c(-c2ccsc2)oc2ccc(-c3cc(OC)c(OC)c(OC)c3)cc12,0.2,-2,1,0.0,25,-56,nt,2.3
C[C@H](CO)N1C[C@H](C)[C@@H](CN(C)S(=O)(=O)c2ccc([N+](=O)[O-])cc2)OCc2ccccc2-c2c(n(C)c3ccccc23)C1=O,0.3,nt,1,0.2,1,10,-7,-2.8
O=C(Nc1cccc(Cl)c1)N[C@@H]1CC[C@H](CCNC(=O)C2CC2)O[C@H]1CO,-0.3,4,-4,-0.2,5,-4,-1,2.9
CCOC(=O)N1CCC(N2CCCC(CO)(Cc3cccc(OC)c3)C2)CC1 (centres undefined),0.3,nt,0,0.3,-10,-113,-3,-2.5
COc1cc(-c2cc(-c3ccc(F)cc3)nc(N)c2C#N)ccc1O,-3.9,nt,-2,0.0,32,-13,0,6.0
O=C(C[C@H]1C[C@@H]2c3cc(NC(=O)c4ccc5c(c4)OCO5)ccc3O[C@@H]2[C@@H](CO)O1)NCc1ccccn1,0.0,-40,1,0.0,-3,4,-2,1.7
COc1cc(C(=O)Nc2ccc3ccccc3c2)cc(OC)c1OC,1.4,nt,2,1.5,2,-21,0,3.6
C=C(NS(=O)(=O)c1ccc(C)cc1)C(=O)OC,nt,-3,4,0.4,3,2,-9,-1.0
CCN(CC)C(=O)N1c2ccccc2Sc2ccccc21,nt,11,0,0.1,3,-18,-1,-4.1
CCN(CC)CCCN(Cc1cc2cc3c(cc2[nH]c1=O)OCO3)C(=S)NCCCOC,-0.1,-3,-1,0.0,1,-1,1,-0.5
CC(C)NC(=O)Nc1ccc2c(c1)C(=O)N([C@H](C)CO)C[C@@H](C)[C@H](CN(C)Cc1ccc(Cl)c(Cl)c1)O2,-3.2,-7,-2,0.0,-23,11,-4,2.3
CCN1[C@@H]2Cn3c(ccc(C4=CCCCC4)c3=O)[C@H]1[C@@H](C(=O)N1CCCCC1)[C@@H]2CO,0.4,0,1,0.2,1,1,?,-0.3
Cc1cc(C(C#N)c2ccccc2F)n2ncnc2n1 (centres undefined),0.5,5,0,0.0,nt,-11,4,-0.8
Cc1cccc(N=C2NC(=O)c3cc([N+](=O)[O-])ccc32)c1,nt,nt,0,0.0,10,-15,-9,2.1
CC(C)(O)C#Cc1ccc([C@@H]2[C@H](CO)N3CCCCN(S(C)(=O)=O)C[C@@H]23)cc1,-0.1,-12,-1,0.0,1,-15,37*,-1.5
O=C(Nc1ccccc1)c1cccc(N2C(=O)C3C4C=CC(C4)C3C2=O)c1 (centres undefined),nt,-19,2,0.0,9,-6,7,-1.2
CN(CC1CCOCC1)C(=O)c1ccc2nc(Cc3cccc(Cl)c3)oc2c1,-0.2,-2,0,0.0,-4,-4,1,-2.1
O=C(Nc1cccc([N+](=O)[O-])c1)C1CC(=O)N(Cc2ccccc2)C1 (centres undefined),nt,nt,2,0.3,-6,-20,-5,-0.9
CC(C)CC#Cc1ccc([C@H]2[C@@H](CO)N3C(=O)CN(C(=O)Cc4cccnc4)C[C@H]23)cc1,2.6,nt,2,0.0,18,5,-6,-0.8
CCCC#Cc1ccc([C@H]2[C@H]3CN(S(=O)(=O)Cc4ccccc4)CCCCN3[C@H]2CO)cc1,-0.8,-21,-5,0.1,-21,-13,-5,1.5
# Continued:
SMILES,E-selectin induc,RAD54 branch,CASP6 VEID inh,XiGFP reactiv,GSIS activator,RAD52 inh,DENV2 CPE,F508del corr
O=C(NC(=S)N(CCO)Cc1ccccc1)c1cc(Br)ccc1Cl,1.6,nt,-2,0.2,0,-5,0,0.5
O=C(NCC[C@H]1CC[C@@H](NC(=O)C2CCCCC2)[C@H](CO)O1)c1cc(Cl)cc(Cl)c1,0.2,-9,2,-0.6,-7,14,-3,-2.2
O=C(Cc1ccccn1)NCC[C@H]1CC[C@H](NS(=O)(=O)c2ccccc2)[C@H](CO)O1,-0.1,4,0,-0.3,11,-27,-4,0.1
CN(CC(=O)N1CCCCCC1)S(=O)(=O)c1ccc(F)cc1,nt,nt,-2,0.0,0,-17,-6,-0.4
C[C@H](CO)N1C[C@H](C)[C@H](CN(C)C(=O)Nc2ccccc2)Oc2ccc(NC(=O)Cn3cnnn3)cc2C1=O,-0.1,-5,-3,0.8,12,-5,-2,0.6
CCCCCCN(C(=O)CCCCCN1C(=O)NC(c2ccc(-c3ccccc3)cc2)C(C(=O)OCc2ccccc2)=C1C)C(C(=O)NCCCC)c1ccccc1 (centres undefined),0.0,nt,-6,0.1,2,-10,19,1.3
COc1ccccc1NC(=O)N1C[C@@H](O)COC[C@@H]2O[C@H](CC(=O)N3CCC(Cc4ccccc4)CC3)CC[C@H]21,0.1,5,nt,0.3,-13,nt,-2,-2.4
COc1cc(/C=C/C(=O)OCC(=O)NC(=O)NC2CCCC2)ccc1OCC#N,-0.2,-6,4,0.1,-2,-8,-5,0.4
CCOc1ccc(Br)cc1S(=O)(=O)Nc1cccc(S(=O)(=O)N2CCOCC2)c1,nt,-2,2,0.8,6,-10,-2,-1.0
CCCCCc1ccc(-c2ccc(OCC)cc2)nc1,1.3,nt,-6,0.0,nt,-2,-6,-0.2
CCOC(=O)C1CCN(C(=O)COC(=O)c2ccc(Br)o2)CC1,nt,-3,1,nt,2,2,nt,nt
COC(=O)c1ccc([C@H](NC(=O)c2ccco2)[C@]2(C)C[C@H]2C2CCCCC2)cc1,0.0,-6,4,-0.1,nt,-21,1,-0.4
Cn1c(SCC(=O)NC2CC2)nnc1-c1ccc(Cl)cc1,0.1,-6,-2,0.0,nt,-2,0,1.9
Cc1ccc(S(=O)(=O)N(C)C[C@H]2Oc3ccc(NC(=O)CCCCCC(=O)Nc4ccccc4N)cc3CC(=O)N([C@H](C)CO)C[C@H]2C)cc1,-0.6,6,3,-0.1,17,-19,0,2.5
Cc1cc(OC(C)C(=O)NCCN2CCOCC2)c2c(C)c(C)c(=O)oc2c1 (centres undefined),nt,4,-1,0.2,-6,-16,2,-1.2
